TAG inh = reduces triacylglycerol accumulation in H9c2 cells | Nile Red lipid (TAG) fluorescence; cells loaded with 200 µM oleic acid | inhibition, % at 12.5 µM | 230,000 tested, 0.66% active;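 active = pattern-corrected inhibition of lipid staining of at least 50% with the nuclear-stain viability signal not falling by more than 50%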;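 note: 0% = DMSO wells and 100% = triacsin C control wells; some results filed as inactive read as strong as hits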
TAG inh DAPI viability = also measured in TAG inh; calls as there; DAPI nuclei signal change (viability), lower = more cytotoxic, %;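 whole-well DAPI fluorescence read on a plate reader as a viability signal; minus 50 percent equals half of cells still viable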
Active calls of the source: *. The list is partial; the hit share may differ from the screen's.

1) COc1ccc(NC(=O)C2(C)Cc3c(-c4cccc(C(N)=O)c4)ccnc3O2)cc1 (stereo not given)
2) CC(C)=CC(=O)Nc1ccc(S(=O)(=O)Nc2ccccn2)cc1
3) Cc1cccc(C(=O)NCC(=O)N2CCC2)c1
4) Cc1nc2cc(NC(=O)Nc3cccc4ccccc34)ccc2n1C
5) CCn1nc(C)c(CN2CCC(n3nccc3NC(=O)c3ccc4c(c3)OCO4)CC2)c1C
6) Cc1ccc(S(=O)(=O)Nc2ccccc2CNC2CCCCC2)cc1
7) Cc1ccc(-c2c[nH]c(=S)n2-c2ccccc2F)cc1
8) OCCn1c(CSc2nnc(-c3ccco3)n2-c2ccccc2)nc2ccc(Cl)cc21
9) O=C(/C=C/c1ccccc1)CCN1CCCCC1
10) CCCCc1nc(SCC(=O)Nc2nnc(C(C)C)s2)n[nH]1

| screen / no. | 1 | 2 | 3 | 4 | 5 | 6 | 7 | 8 | 9 | 10 |
| --- | --- | --- | --- | --- | --- | --- | --- | --- | --- | --- |
| TAG inh | 60.8* | -10.8 | -1.0 | -1.1 | 5.2 | -4.3 | -9.8 | 14.4 | 15.0 | 1.1 |
| TAG inh DAPI viability | -33.4* | 14.3 | -1.9 | 8.5 | 2.7 | 4.6 | 3.4 | -11.7 | -5.7 | 4.8 |

11) C=C(C)CNC(=S)Nc1sc2c(c1C(=O)OCC)CC(C)(C)OC2
12) S=C(NCc1cccnc1)Nc1ccc(Cl)cc1
13) CC1CC(C)CN(CC(=O)c2cccs2)C1 (stereo not given)
14) COc1ccc(C)c(-n2c(=O)n(Cc3ccccc3)c(=O)c3[nH]cnc32)c1
15) O=C1NCC(Nc2ccc(Br)cc2)C(=O)N1 (stereo not given)
16) O=C1CNC(=O)/C(=C/c2ccco2)N1
17) O=C(Nc1cccnc1)C1Cc2c(-c3cccc(F)c3)ccnc2O1 (stereo not given)
18) CCN(CC)S(=O)(=O)c1cc(NC(=O)Cc2ccc(S(=O)(=O)N3CCOCC3)s2)ccc1Cl
19) COc1ccc(C(=O)OCC(=O)NC(=O)NCc2ccccc2)cc1[N+](=O)[O-]
20) CC(=O)N=c1c(C#N)cc2c(=O)n3ccccc3nc2n1CCCOC(C)C

| screen / no. | 11 | 12 | 13 | 14 | 15 | 16 | 17 | 18 | 19 | 20 |
| --- | --- | --- | --- | --- | --- | --- | --- | --- | --- | --- |
| TAG inh | 2.5 | 3.9 | 58.6* | -6.4 | 3.7 | -17.3 | 2.1 | -17.5 | -7.8 | -3.8 |
| TAG inh DAPI viability | -3.0 | -5.5 | -19.2* | 9.2 | -4.6 | -16.5 | 0.8 | 6.3 | -0.3 | 35.3 |

21) Cc1sc2nc(CSC(C)C(=O)NC3(C#N)CCCCC3)[nH]c(=O)c2c1C (stereo not given)
22) CC(=O)c1ccc(NC(=O)CCC(=O)OCC(F)(F)C(F)F)cc1
23) Cc1ccc2nc(-c3ccncc3)[nH]c2c1
24) O=C(Nc1nc(-c2cccs2)cs1)c1ccco1
25) O=C(c1ccc(Cl)cc1)C1CCCN(Cc2cnn(-c3ccccc3)c2)C1 (stereo not given)
26) COc1cc(OC)c(N(C)S(=O)(=O)c2cccc(C(=O)OCC(=O)N(C)Cc3ccccc3)c2)cc1Cl
27) Cc1cc(S(=O)(=O)Nc2ccc(C(=O)N3CC(C)OC(C)C3)cc2)ccc1F (stereo not given)
28) COCCC1CCCCN1C(=O)c1cccc(OC2CCN(C3CCCC3)CC2)c1 (stereo not given)
29) Cc1ccc(N/C(N)=N/c2nc(C(F)(F)F)cc(C(F)(F)F)n2)cc1
30) COc1ccc(NC(=O)Cn2nnc(-c3ccccc3)c2COc2ccc3ccccc3c2)cn1

| screen / no. | 21 | 22 | 23 | 24 | 25 | 26 | 27 | 28 | 29 | 30 |
| --- | --- | --- | --- | --- | --- | --- | --- | --- | --- | --- |
| TAG inh | -1.4 | -7.3 | 17.4 | 11.5 | -10.8 | -17.4 | 11.8 | 0.2 | -4.2 | 1.2 |
| TAG inh DAPI viability | 4.1 | -1.2 | 2.0 | 8.0 | 10.0 | -1.9 | -3.9 | -3.0 | 3.0 | -1.4 |

Entries of single compounds, quoted from the list. Order of screens: TAG inh | TAG inh DAPI viability
CCn1nc(C)c(CN2CCC(n3nccc3NC(=O)c3ccc4c(c3)OCO4)CC2)c1C is listed with 5.2 | 2.7
COCCC1CCCCN1C(=O)c1cccc(OC2CCN(C3CCCC3)CC2)c1 (stereo not given) is listed with 0.2 | -3.0
OCCn1c(CSc2nnc(-c3ccco3)n2-c2ccccc2)nc2ccc(Cl)cc21 is listed with 14.4 | -11.7
COc1ccc(NC(=O)Cn2nnc(-c3ccccc3)c2COc2ccc3ccccc3c2)cn1 is listed with 1.2 | -1.4
COc1ccc(NC(=O)C2(C)Cc3c(-c4cccc(C(N)=O)c4)ccnc3O2)cc1 (stereo not given) is listed with 60.8* | -33.4*

The listing continues:
31) O=C(O)c1ccc(Cl)c(S(=O)(=O)Nc2ccc(S(=O)(=O)N3CCCC3)cc2)c1
32) CCOc1cc(S(=O)(=O)n2nc(C)cc2C)ccc1Br
33) CC1(C)S[C@@H]2C(C(=O)OCc3ccccc3)NC(=O)N2C1C(=O)OCc1ccccc1 (stereo not given in full)
34) COc1ccc(C2=NN(CCC(=O)NC3CCCCC3C)C(=O)CC2)cc1 (stereo not given)
35) CCCCCOc1ccc(C(=O)OC(C)C(=O)NCc2ccco2)cc1 (stereo not given)
36) Cc1ccnc(NS(=O)(=O)c2ccc(NS(=O)(=O)c3cccs3)cc2)n1
37) C[C@@H]1O[C@@H](O[C@H]2[C@H](O)[C@@H](O)[C@H](Oc3c(-c4ccc(O)cc4)oc4cc(O)cc(O)c4c3=O)O[C@@H]2CO)[C@H](O)[C@H](O)[C@H]1O
38) Cc1nc(C)c(-c2ccc(SCC(=O)Nc3ccc(C)c(Cl)c3)nn2)s1
39) CC12CN(NC(=O)c3ccccc3F)C3(C#N)CC1CCC23C (stereo not given)
40) O=C(O)C1Sc2[nH]c(=O)sc2C2c3cc(Br)ccc3OC(=O)C12 (stereo not given)

| screen / no. | 31 | 32 | 33 | 34 | 35 | 36 | 37 | 38 | 39 | 40 |
| --- | --- | --- | --- | --- | --- | --- | --- | --- | --- | --- |
| TAG inh | -2.8 | -13.0 | 1.8 | -9.6 | -6.3 | 8.4 | 13.5 | -20.8 | 9.9 | -7.5 |
| TAG inh DAPI viability | 5.3 | 3.0 | 1.8 | 3.1 | -6.6 | 1.8 | -3.7 | 0.8 | -10.0 | 0.3 |

41) COc1ccccc1N1C(=S)N=C(Nc2c(C)cccc2C)C12CCCC2
42) C#CCOCCOCCOCCNc1nc(N2CCN(C(=O)[C@H](CCC(=O)O)n3cc([C@@H](N)[C@H](C)CC)nn3)CC2)nc(N2CCN(C(=O)[C@H](CCCCN)n3cc([C@@H](N)CC(N)=O)nn3)CC2)n1
43) CN1C(=O)NC(NS(=O)(=O)c2ccc(N)cc2)(C(F)(F)F)C1=O (stereo not given)
44) O=C(NCc1ccccc1Cl)C1=CC=CN2CCS(=O)(=O)N=C12
45) COC(=O)c1ccc(/C=C/C(=O)O)cc1
46) CCOC(=O)C1=C(O)C(Nc2nccs2)(C(F)(F)F)N=C1C (stereo not given)
47) CC(=O)OCCNc1cc(N2CCN(C)CC2)c2noc3c2c1C(=O)c1ccccc1-3
48) COc1ccc(S(=O)(=O)N2CCOCC2)cc1NC(=O)COC(=O)CC1CC2CCC1C2 (stereo not given)
49) COc1ccccc1/C=C/CN1CCCC(CCC(=O)NCc2ccccc2F)C1 (stereo not given)
50) O=C(O)c1ccc(O)c2ncccc12

| screen / no. | 41 | 42 | 43 | 44 | 45 | 46 | 47 | 48 | 49 | 50 |
| --- | --- | --- | --- | --- | --- | --- | --- | --- | --- | --- |
| TAG inh | -2.1 | -10.5 | 2.4 | -5.4 | 6.5 | 1.1 | 29.0 | -5.4 | 1.5 | -4.9 |
| TAG inh DAPI viability | -6.8 | 8.4 | -4.1 | -3.0 | -4.6 | 5.2 | -4.1 | 3.7 | 1.5 | 8.8 |

Continued; the last 4 above are carried over.
47) CC(=O)OCCNc1cc(N2CCN(C)CC2)c2noc3c2c1C(=O)c1ccccc1-3
48) COc1ccc(S(=O)(=O)N2CCOCC2)cc1NC(=O)COC(=O)CC1CC2CCC1C2 (stereo not given)
49) COc1ccccc1/C=C/CN1CCCC(CCC(=O)NCc2ccccc2F)C1 (stereo not given)
50) O=C(O)c1ccc(O)c2ncccc12
51) O=C(O)C1Nc2c(Cl)cc(Cl)cc2C2C=CCC12 (stereo not given)
52) CCN(CC(=O)Nc1ccc(OC)cc1)C(=O)C1CCN(C(=O)c2ccc(Cl)cc2)CC1
53) CCCCn1c(=O)c(-c2ccccc2)c(O)c2ccccc21
54) CCN1C(=O)[C@H]2[C@@H](c3ccc(C)cc3)N[C@]3(CCCN(CCC(C)C)C3=O)[C@H]2C1=O
55) O=C(Cc1ccc(S(=O)(=O)N2CCOCC2)s1)N1CCN(S(=O)(=O)c2ccccc2[N+](=O)[O-])CC1
56) CO[C@H]1[C@@H]2C=CO[C@@H](O[C@H]3O[C@@H](CO)[C@H](O)[C@@H](O)[C@@H]3O)[C@@H]2[C@@]2(CO)O[C@@H]12
57) O=C(COC(=O)c1ccc(S(=O)(=O)NCc2ccco2)cc1)NCCC1=CCCCC1
58) O=C(Nc1ccccc1)C1CCOC1=O (stereo not given)
59) Cc1ccc2c(c1)c1c3n2CCN(CC#N)C3CCC1 (stereo not given)
60) COc1ccc(CNC(=O)C2Cc3ccccc3CN2C(=O)c2ccco2)cc1 (stereo not given)
61) C[C@]12C(=O)N(c3ccc(C(F)(F)F)cc3)C(=O)N1[C@@H]1c3ccccc3OC[C@@H]1[C@H]2c1ccccc1
62) COc1ccc(C(=O)NCCS(=O)(=O)NCC2CCCO2)cc1 (stereo not given)
63) CCOC(=O)C1CCCN(C(=O)C2CCN(S(=O)(=O)c3ccc(Cl)c(C(F)(F)F)c3)CC2)C1 (stereo not given)

| screen / no. | 47 | 48 | 49 | 50 | 51 | 52 | 53 | 54 | 55 | 56 | 57 | 58 | 59 | 60 | 61 | 62 | 63 |
| --- | --- | --- | --- | --- | --- | --- | --- | --- | --- | --- | --- | --- | --- | --- | --- | --- | --- |
| TAG inh | 29.0 | -5.4 | 1.5 | -4.9 | 5.0 | -2.0 | 6.8 | -6.3 | 0.5 | -3.8 | -0.8 | -10.9 | 3.8 | 7.4 | -3.5 | -16.2 | 18.5 |
| TAG inh DAPI viability | -4.1 | 3.7 | 1.5 | 8.8 | -6.8 | -8.8 | -10.1 | 7.8 | -0.1 | 5.7 | -5.1 | 8.0 | -4.1 | 7.7 | -3.7 | 14.5 | -11.2 |

Source: PubChem BioAssay
